# Bioassay records deposited in PubChem by National Center for Advancing Translational Sciences (NCATS).
# TRHR PAM: qHTS for Small Molecule Agonists and Allosteric Enhancers of Human TRH Receptor: Primary Screen for Enhancers; TRHR cells, fluo-8 calcium fluorescence, EC20 TRH enhancement; 360,000 compounds, 0.66% hits; AID 493056, 2011; Thyrotropin-releasing hormone receptor (Homo sapiens), P34981; enhancement, % at 2 µM; in the data active means enhancement above about 30%; further: 0% is about no effect
# Target sequence (P34981 whole entry, looked up): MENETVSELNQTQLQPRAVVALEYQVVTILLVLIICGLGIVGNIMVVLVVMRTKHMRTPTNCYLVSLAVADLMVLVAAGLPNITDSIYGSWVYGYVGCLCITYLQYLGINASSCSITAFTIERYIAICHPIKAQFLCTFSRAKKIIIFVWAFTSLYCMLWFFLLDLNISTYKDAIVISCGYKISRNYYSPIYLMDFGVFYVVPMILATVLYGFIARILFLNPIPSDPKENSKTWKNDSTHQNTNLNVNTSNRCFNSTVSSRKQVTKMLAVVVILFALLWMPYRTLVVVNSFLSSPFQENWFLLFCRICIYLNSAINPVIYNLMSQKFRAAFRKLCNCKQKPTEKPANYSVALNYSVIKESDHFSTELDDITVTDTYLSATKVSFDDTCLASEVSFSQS
#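 Enhancer read-out: after compound pinning and an initial kinetic agonist-mode read, an EC20 of TRH (10 nM final) was injected and fluo-8 calcium signal (Ex 480/Em 530) followed at 1 s/cycle for 100 cycles in TRHR-expressing cells.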
# D1 ag: Allosteric Agonists of the Human D1 Dopamine Receptor: qHTS; D(1A) dopamine receptor (Homo sapiens), P21728; HEK293 T-REx D1 cells, calcium flux, agonist mode; activation, % at 2 µM; 360,000 compounds, 1% hits; further: 0% is about no effect
#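 Tetracycline-induced HEK293 TREx D1 cells, force-coupled to calcium signalling, were dye-loaded with a no-wash calcium kit. Compound was pin-added after a 10 s baseline. Fluorescence was read kinetically at 1 cycle/s for 180 s, with calcium rises flagged as agonism.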
# D1 antag: Antagonist of Human D 1 Dopamine Receptor: qHTS | D(1A) dopamine receptor (Homo sapiens), P21728 | HEK293 TREx D1 cells, calcium flux, dopamine EC80; hits give low values | activity change, negative = inhibition, % at 10 µM | 360,000 compounds, 3.2% hits; in the data active means activity change below about -30%; further: on the % scale 0 is the no-effect control and ±100 the full control effect
#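 Allosteric or orthosteric antagonism assessed as attenuation of the calcium response to EC80 dopamine, added 180 s after compound, in induced HEK293 Trex D1 cells loaded with no-wash calcium dye.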
# D1 potentiator: Potentiators of Human D1 Dopamine Receptor: qHTS; potentiation, % at 10 µM; AID 504651, 2011; HEK293 TREx D1 cells, calcium flux, dopamine EC20 potentiation; D(1A) dopamine receptor (Homo sapiens), P21728; 360,000 compounds, 0.036% hits; in the data active means potentiation above about 30%; further: 0% is about no effect
# D2 antag: HTS Assay for Allosteric Antagonists of the Human D2 Dopamine Receptor: Primary Screen for Antagonists. HEK293 TREx D2 cells, calcium flux, dopamine EC80. D(2) dopamine receptor (Homo sapiens), P14416. 340,000 compounds, 2% hits. inhibition, % at 10 µM; in the data active means inhibition above about 30%; further: 0% is about no effect
# Target sequence (P14416 whole entry, looked up): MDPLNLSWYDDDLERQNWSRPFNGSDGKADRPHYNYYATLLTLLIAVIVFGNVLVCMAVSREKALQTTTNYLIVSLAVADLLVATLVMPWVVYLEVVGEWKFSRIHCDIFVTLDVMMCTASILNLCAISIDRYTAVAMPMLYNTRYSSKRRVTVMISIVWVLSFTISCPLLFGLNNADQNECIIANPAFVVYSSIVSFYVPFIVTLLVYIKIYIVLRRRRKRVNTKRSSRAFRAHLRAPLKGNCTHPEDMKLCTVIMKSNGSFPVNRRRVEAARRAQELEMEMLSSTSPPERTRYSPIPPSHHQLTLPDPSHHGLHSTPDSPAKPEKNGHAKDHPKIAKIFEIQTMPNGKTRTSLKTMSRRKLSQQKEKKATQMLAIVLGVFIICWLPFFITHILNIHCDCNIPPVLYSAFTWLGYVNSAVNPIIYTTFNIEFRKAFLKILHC
#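 Calcium mobilization kinetics were recorded at 1 s intervals in tetracycline-induced HEK293 T-REx D2 cells, first for 180 s after compound addition and then 180 s after EC80 dopamine.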
# RXFP1 antag: qHTS Assay for Antagonists of the Relaxin Receptor RXFP1. Relaxin receptor 1 (Homo sapiens), Q9HBX9. HEK293-RXFP1, relaxin-stimulated cAMP HTRF, 30 min; hits give low values. activity change, negative = inhibition, % at 57.5 µM. 350,000 compounds, 0.59% hits. AID 1259400, 2018;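 active means activity change of -60% or lower, but not beyond a set lower limit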; further: on the % scale 0 is the no-effect control and ±100 the full control effect
# TRHR agonist: qHTS for Small Molecule Agonists and Allosteric Enhancers of Human TRH Receptor: Primary Screen for Agonists; 360,000 compounds, 0.18% hits; TRHR cells, calcium flux fluo-8, FDSS agonist mode; Thyrotropin-releasing hormone receptor (Homo sapiens), P34981; activation, % at 2 µM; further: 0% is about no effect
#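 Steps: seed TRHR cells overnight; add fluo-8 no-wash Ca dye, RT 30 min–1.5 h; record 10 s baseline; pin-transfer compounds; monitor fluorescence 1 cycle/s for the agonist window. Calcium increases flag candidate agonists.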
# D2 agonist: HTS Assay for Allosteric Agonists of the Human D2 Dopamine Receptor: Primary Screen for Agonists | D(2) dopamine receptor (Homo sapiens), P14416 | HEK293 T-REx D2 cells, calcium flux agonist mode | activation, % at 2 µM | 340,000 compounds, 0.53% hits | AID 485358, 2010;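 active means activation over 3 SD above normal in the single-dose calcium agonist read, cut at about 30% in these data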; further: 0% is about no effect
#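 Agonism is scored from calcium flux in a force-coupled, inducible HEK293 cell line expressing D2, read kinetically for 180 s after compound addition against dopamine controls.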
# D2 potentiator: HTS Assay for Positive Allosteric Modulators of the Human D2 Dopamine Receptor: Primary Screen for Potentiators | D(2) dopamine receptor (Homo sapiens), P14416 | HEK293 T-REx D2, calcium flux, EC20 dopamine potentiation | potentiation, % at 10 µM | 340,000 compounds, 0.34% hits | AID 485347, 2010;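 active means potentiation over 3 SD above the plate norm, cut at about 30% in these data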; further: 0% is about no effect
#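 Tetracycline-induced Hek293 Trex D2 cells, force-coupled to calcium, loaded with no-wash calcium dye. Compound added with 180 s kinetic read for agonism, then EC20 dopamine and a further 180 s read for potentiation.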
# * marks the source's active call; other numbers are inactive results; x = not tested or not shown; & = joins results of further samples. Unless noted, no stated cut-off is given here; in the data, active means activation above about 30%; inactive means the rest.
SMILES,TRHR PAM,D1 ag,D1 antag,D1 potentiator,D2 antag,RXFP1 antag,TRHR agonist,D2 agonist,D2 potentiator
COc1ccc(S(=O)(=O)n2nc(OC(=O)c3ccco3)cc2N)cc1,-3,5,32,2,-2,13,-0.9,0.5,10
CC(C)NC(=O)c1onc(CSc2ccc(F)cc2)c1C(=O)O,-3,24,44,-2,-6,x,-0.2,-0.2,9
Cc1c(NC(=O)COC(=O)C2CC3C=CC2C3)c(=O)n(-c2ccccc2)n1C (stereo not drawn),6,0,8,-3,10,-2,1.5,-1.3,0
COCCNC(=O)CN(Cc1ccccc1)C(=O)CCC(=O)Nc1nccs1,-2,2,-29,-7,11,5,0.1,0.8,4
O=C(N/N=C1\CCCCc2ccccc21)c1ccccn1,-6,0,21,-1,6,-65*,-0.4,-0.5,9
c1cncc(-c2nc3ccccc3[nH]2)c1,13&-3,1&2,-12&7,3&-1,-6&7,7,-1.1&-0.9,-0.5&-0.1,22&1
CCN(CC)C(=O)N1c2ccccc2Sc2ccccc21,-1,0,-2,-4,10,-23,-0.8,1.9,0
CCC(CC)NC(=O)Nc1ccccc1C(F)(F)F,-7,2,-25,-16,10,12,-0.7,-0.5,0
CCOc1ccccc1-c1noc(CSc2nnc(-c3ccncc3)n2-c2ccc(F)cc2)n1,-2,0,-24,-1,x,-4,-0.2,3.7,9
Cc1cc(C)c(NC(=O)c2ccccc2CCc2ccccc2)c(C)c1,1,4,-2,-6,-4,-16,0.3,-1.4,-7
Cn1nc(C(C)(C)C)cc1C(=O)Nc1nc2c(s1)C(=O)CC(C)(C)C2,5,2,4,-1,5,0,-0.8,-0.5,-5
Cn1c(=O)cc(SCC(=O)NCC2COc3ccccc3O2)c2ccccc21 (stereo not drawn),1,1,-9,-1,-28,3,-0.4,-0.2,-2
COc1cc2[nH]c3c(N4CCN(c5ccccn5)CC4)ncnc3c2cc1OC,0,1,-15,-2,x,-19,-0.8,x,x
COc1cc(C(C)=O)ccc1COc1ccc(C(=O)O)cc1OC,4,2,-7,-4,6,-11,-0.5,-1.4,12
Fc1ccc(NC(=S)N2CCOCC2)c(F)c1,1,1,-7,2,x,8,0.2,x,x
COc1ccc(Cn2c(CO)cnc2SCC(=O)Nc2cccc(NC(C)=O)c2)cc1,32*,2,-18,11,-58,-22,-0.5,0.5,2
COc1ccccc1-n1c(C)c(C(C)=O)c2cc(O)ccc21,-1,5,-5,-3,0,8,-0.2,-1.2,2
CCCCc1cc(=O)oc2cc(OCC(=O)NCCN3CCOCC3)ccc12,11,2,1,1,x,20,0.2,x,x
Cc1oc(C(C)(C)C)c(CN2CCCC2)c1C(=O)O,0,1,6,-3,-5,-4,0.1,0.2,-1
Cc1cccc(OCCCC(=O)Nc2ccc(S(=O)(=O)Nc3onc(C)c3C)cc2)c1,0,2,-10,-9,-3,-34,0.6,0.0,-1
COc1ccc(C(C)=O)cc1COC(=O)c1ccc2c(c1)OCCO2,1,2,-27,6,8,-1,0.2,0.6,21
COC(=O)c1cc(OC)c(OC)cc1NC(=O)C1CCCO1 (stereo not drawn),7,4,6,5,9,11,-0.1,0.1,-16
COc1ccc(C(C(=O)NCC2CCCO2)N(C(=O)CNC(=O)c2ccco2)c2ccccc2)cc1OC (stereo not drawn),-3,3,2,-2,20,2,1.6,0.4,-1
Cc1ccc2c(c1)-c1c(cnn1CC(=O)N1CCCN(Cc3ccccc3F)C1)CO2,0,2,2,6,-2,-14,-0.8,-0.4,-3
O=[N+]([O-])c1ccc(N/N=C/c2c[nH]c3ccccc23)c(S(=O)(=O)Nc2ccc(Cl)cc2)c1,11,45*,-25,-7,5,23,16,13,1
CC1CCCN(C(=O)c2ccc(Br)c(S(=O)(=O)N3CCOCC3)c2)C1 (stereo not drawn),2,5,4,x,-16,2,0.0,0.5,9
CCCC1=NN2C(=N)/C(=C\c3cc(C)n(-c4cc(C)cc(C)c4)c3C)C(=O)N=C2S1,10,40*,-60*,-1,-2,x,-2.9,0.2,5
COc1cccc(NC(=O)C(c2ccccc2)N2CCCCC2)c1 (stereo not drawn),9,3,-15,-6,-20,0,-1.0,-0.5,-8
CC(COc1ccc(/C=C/c2ccccc2)cc1)[N+](C)(C)C (stereo not drawn),6,29,12,3,-1,x,-0.5,0.7,-14
O=C(CN1C(=O)c2cccnc2Oc2ccc(Cl)cc21)NCCCN1CCCCC1,1,0,-38*,3,x,1,0.4,0.0,-6
O=C(Nc1ccc(Nc2ccccc2)cc1)N1CCOCC1,-1,3,-20,-2,-1,-30,0.0,2.5,-10
Oc1cccc2ccc(/C=C/c3ccc(Br)s3)nc12,15,11,2,7,18,-23,-1.1,-2.9,3
COc1ccc(/C=C\c2cc(OC)c(OC)cc2CC[N+](C)(C)C)cc1OC,19,2,2,2,5,-4,1.4,11,5
COc1ccc(C(=O)NCc2nnc(SCC(=O)NCc3ccco3)o2)cc1OC,-2,2,-41*,-1,-2,6,0.7,0.3,-4
Cc1cc(C(=O)NCc2ccccc2Cl)c2ccccc2n1,6,7,-63*,-10,-3,-6,-1.4,1.3,4
Cc1nnc(NCCc2ccccc2)c2ccccc12,8,-3,-3,-3,-9,12,-0.4,-0.8,4
O=S(=O)(c1ccccc1)c1ccc(C(F)(F)F)cn1,-1,3,-18,-3,12,-10,-0.8,0.7,-19
COc1ccccc1CNC(=O)c1cccc(S(=O)(=O)N(C)c2ccccc2)c1,1,5,-27,-2,16,3,0.2,0.6,8
CC(=O)NCCn1c(SCC(=O)NCCc2ccc(S(N)(=O)=O)cc2)nc2ccccc2c1=O,2,4,4,-1,-17,-19,0.2,2.7,0
CCOC(=O)N1CCC(N2Cc3cccc(C(=O)NCc4ccccn4)c3C2=O)CC1,7,2,-1,1,-8,0,0.0,0.7,-9
CSc1nc(=S)n(-c2cc(C)ccc2C)c(C)c1C(C)=O,-5,0,-24,-10,x,4,-0.1,x,x
COC(=O)CC1C(=O)NCCN1C(=O)Nc1cccc(Cl)c1 (stereo not drawn),-6,4,-14,-5,19,-6,-0.8,-1.7,3
Cc1ccc(S(=O)(=O)NC(C(=O)OCC(=O)NC2CCS(=O)(=O)C2)C(C)C)cc1 (stereo not drawn),5,-3,3,0,-9,-26,-1.5,-1.4,14
Cc1ccc(NS(=O)(=O)c2csc(C(N)=O)c2)cc1C,12,27,-28,-6,10,-3,1.0,-0.6,0
COC(=O)c1cccc(COC(=O)c2ccccc2NC(=O)c2ccco2)c1,-10,4,5,-11,2,22,0.3,-0.2,-1
Cc1ccccc1NC(=O)CCC(=O)N1CCSc2ccccc21,12,2,-5,-4,x,-1,0.3,-0.1,-12
COc1ccc2c(c1)[nH]c1c(=O)n(CCc3cnc[nH]3)cnc12,-3,10,-4,0,16,3,0.0,0.4,1
C=CCN1CCN(C(c2ccccc2OC)c2nnnn2C(C)(C)C)CC1 (stereo not drawn),6,1,3,0,1,-6,0.8,-0.1,-3
Cc1c(O)c(C)c2c(c1O)C(=O)C[C@@H](c1ccccc1)O2,-1,0,x,6,x,x,-0.4,x,-2
CC1CCCN(C(=O)CN2C(=O)C(C)Oc3ccccc32)C1 (stereo not drawn),-7,2,-1,-6,16,-2,0.3,-2.3,-12
O=C(CC1N=C2c3ccccc3N=C(SCc3cccc(Cl)c3)N2C1=O)NC1CCCCC1 (stereo not drawn),-4,1,-11,0,x,-19,-0.5,0.3,0
Cc1cc(Cl)c2oc(C(=O)N3CCN(C(=O)c4ccco4)CC3)c(C)c2c1,2,3,0,0,-4,-14,-0.9,-0.2,8
O=C(O)C1CCCCC1C(=O)NCCC(c1ccccc1)c1ccccc1 (stereo not drawn),-10,0,6,-8,-15,2,-0.2,-0.2,6
COC(=O)CC1c2ccccc2S(=O)(=O)N1Cc1ccccc1 (stereo not drawn),-4,-1,2,-8,-8,x,-0.5,0.0,5
Cc1nonc1C(=O)N/N=C/c1ccc(O)c(O)c1,3,8,-23,-12,6,-12,0.5,-1.2,2
COc1ccc(Br)cc1S(=O)(=O)NCCN1CCOCC1,4,1,2,-5,5,-5,1.1,0.5,11
CN=C(Nc1ccc2c(c1)OCO2)SC1CC(=O)N(c2ccccc2)C1=O (stereo not drawn),2,7,-2,-6,4,11,-0.8,0.8,6
CCOc1ccccc1C(=O)N1CCN(C(c2ccccc2)c2ccccc2)CC1,1,3,-3,-2,-14,-14,-0.1,0.0,1
CC(=O)N1CCC(N(CCN2CCOCC2)C(=S)Nc2cccc(C)c2C)CC1,5,1,7,-5,-2,-1,-0.1,0.1,10
CN(CC(=O)Nc1cccc(F)c1)C(=O)c1cn(-c2ccccc2)nc1-c1ccc(F)cc1,14,2,-5,-4,x,-2,0.8,x,x
Cc1cc(N2C(=O)CC(C(C)c3ccccc3)C2=O)no1 (stereo not drawn),1,-1,-1,5,-15,-3,0.1,0.4,-2
COc1ccccc1C(=O)NCC(=O)Nc1ccccc1,-8,2,4,-8,3,-15,0.8,0.2,-6
CCN(C(=O)COc1ccccc1C(=O)NCc1ccccc1)C1CCS(=O)(=O)C1 (stereo not drawn),1,3,15,x,-26,-2,0.2,1.4,-11

# 6 of these compounds, reformatted.
structure	TRHR PAM	D1 ag	D1 antag	D1 potentiator	D2 antag	RXFP1 antag	TRHR agonist	D2 agonist	D2 potentiator
O=C(N/N=C1\CCCCc2ccccc21)c1ccccn1	-6	0	21	-1	6	-65*	-0.4	-0.5	9
c1cncc(-c2nc3ccccc3[nH]2)c1	13&-3	1&2	-12&7	3&-1	-6&7	7	-1.1&-0.9	-0.5&-0.1	22&1
CCN(CC)C(=O)N1c2ccccc2Sc2ccccc21	-1	0	-2	-4	10	-23	-0.8	1.9	0
CCC(CC)NC(=O)Nc1ccccc1C(F)(F)F	-7	2	-25	-16	10	12	-0.7	-0.5	0
CCOc1ccccc1-c1noc(CSc2nnc(-c3ccncc3)n2-c2ccc(F)cc2)n1	-2	0	-24	-1	x	-4	-0.2	3.7	9
Cc1cc(C)c(NC(=O)c2ccccc2CCc2ccccc2)c(C)c1	1	4	-2	-6	-4	-16	0.3	-1.4	-7
